# L929 necroptosis = blocks zVAD induced death of L929 cells; L929 zVAD necroptosis rescue, ATP luminescence, 24 h; with zVAD 60 µM; viability rescue, % at 10 µM; 220,000 compounds, 0.38% hits; AID 1377;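 active = activation, scaled between plate controls, above about 75%, limit read from the data; inactive = activation under that limit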;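 note: 0% = zVAD with DMSO and 100% = DMSO alone without zVAD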
# 14-3-3 Bad inh = disrupts binding of bovine 14-3-3 zeta to phospho-Bad peptide; inhibition, % at 21.7 µM; P63103; 220,000 compounds, 0.71% hits; TR-FRET 14-3-3zeta/Dy647-pBad peptide displacement, 1 h;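 active = inhibition above about 70%, limit read from the data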;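 note: 0% = full 14-3-3 plus peptide FRET controls and 100% = background without 14-3-3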
# Target sequence (P63103 whole entry, looked up): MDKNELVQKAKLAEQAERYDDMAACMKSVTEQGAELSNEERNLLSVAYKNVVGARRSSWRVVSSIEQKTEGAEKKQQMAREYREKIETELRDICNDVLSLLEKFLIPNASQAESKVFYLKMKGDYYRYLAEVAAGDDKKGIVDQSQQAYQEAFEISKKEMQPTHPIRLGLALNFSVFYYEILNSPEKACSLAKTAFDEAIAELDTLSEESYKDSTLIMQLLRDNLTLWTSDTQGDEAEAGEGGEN
# Hck-Nef inh = human Hck-Nef kinase inhibition; inhibition, % at 20 µM; 220,000 compounds, 0.68% hits; P08631; AID 463187; Recombinant Hck-YEEI plus Nef, Z-Lyte FRET kinase assay;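 active = Hck-Nef kinase inhibition above about 50%, limit read from the data; inactive = inhibition below that limit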;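 note: 0% = DMSO with Hck plus Nef and 100% = Hck alone without Nef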
# Tb hexokinase = blocks Trypanosoma brucei hexokinase 1 activity; recombinant TbHK1, G6PDH-coupled NADH A340; inhibition, % at 10 µM; 220,000 compounds, 0.11% hits; AID 1430;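 active = inhibition of 50% or more in the single-dose primary screen; inactive = inhibition below 50%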
# eIF4E 4G PPI = blocks eIF4E binding to eIF4G; P63073+Q04637; AID 782; TR-FRET eIF4E-eIF4GI(517-606) binding, 2 h; 220,000 compounds, 0.37% hits; inhibition, % at 21.7 µM;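 active = inhibition above about 30%, limit read from the data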;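 note: 0% = full FRET control wells and 100% = background wells lacking eIF4GI fragment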
# EP2 mod = EP2 receptor (human) modulation; EP2-expressing cells, cAMP HTRF FRET, PGE2 co-stimulation; induction, % at 25 µM; 260,000 compounds, 0.83% hits; P43116; AID 940;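 active = compounds whose cAMP rise, as percent of the full-agonist control response, exceeds 60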;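 note: rat C6 glioma line stably carrying human EP2 under a CMV promoter; the protocol text gives 20 µM as final concentration; 100% = response of wells given 1 µM PGE2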
# Target sequence (P43116 whole entry, looked up): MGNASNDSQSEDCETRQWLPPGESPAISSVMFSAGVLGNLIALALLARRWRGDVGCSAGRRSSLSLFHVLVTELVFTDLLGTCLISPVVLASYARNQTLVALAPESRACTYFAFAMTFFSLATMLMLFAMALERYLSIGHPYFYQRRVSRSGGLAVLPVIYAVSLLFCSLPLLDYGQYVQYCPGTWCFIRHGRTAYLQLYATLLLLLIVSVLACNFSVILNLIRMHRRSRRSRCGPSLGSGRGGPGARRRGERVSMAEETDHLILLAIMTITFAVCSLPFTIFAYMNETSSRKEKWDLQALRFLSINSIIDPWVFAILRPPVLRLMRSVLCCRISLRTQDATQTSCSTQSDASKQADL
# EP2 antag = EP2 receptor (human) inhibition | P43116 | C6 glioma cells expressing human EP2, cAMP TR-FRET; cells stimulated with saturating PGE2 | inhibition, % at 25 µM | 260,000 compounds, 0.52% hits | AID 1422;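 active = percent inhibition above 40 after rounding to a whole number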;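 note: rat C6 glioma host cells with rolipram phosphodiesterase inhibitor present; the protocol text gives 20 µM as final concentration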
# Calpain2 inh = inhibitors of pig calpain II; AID 1236; 220,000 compounds, 0.37% hits; inhibition, % at 16 µM; purified calpain II, fluorogenic peptide substrate, 30 min;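 active = inhibition above about 50%, limit read from the data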
# Rad51 HR inh = blocks human Rad51 in homologous recombination; hRad51 DNA strand exchange, fluorescence dequenching; inhibition, % at 10 µM; 200,000 compounds, 0.085% hits; AID 1385;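 active = inhibition above 40% at the single screening dose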;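 note: 0% = DMSO control wells and 100% = blanks with heterologous ssDNA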
# Target sequence (Q06609 whole entry, looked up): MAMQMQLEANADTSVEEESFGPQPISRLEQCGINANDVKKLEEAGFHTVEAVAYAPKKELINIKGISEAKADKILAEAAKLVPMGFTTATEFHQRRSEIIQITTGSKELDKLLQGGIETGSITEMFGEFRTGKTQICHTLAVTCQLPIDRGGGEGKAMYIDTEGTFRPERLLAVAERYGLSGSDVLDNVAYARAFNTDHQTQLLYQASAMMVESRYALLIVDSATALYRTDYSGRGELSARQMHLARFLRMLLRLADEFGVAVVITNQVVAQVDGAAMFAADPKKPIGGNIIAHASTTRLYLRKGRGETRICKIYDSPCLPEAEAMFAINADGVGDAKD
#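 System: hRad51 filaments on single-stranded DNA; reagent: Fluorescein- and BHQ1-tagged 47-mer duplex; compound dosing: one concentration, 10 µM final; timing: filaments 15 min 37 °C, then compound 30 min; measured by: fluorescein emission 520 nm, excitation 485 nm; benchmarks: per-plate controls and blanks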
# * hit, by the source's call; . = not tested or not shown; & = joins results of further samples; [ ] = another dose, or the depositor's remark.
SMILES,L929 necroptosis,14-3-3 Bad inh,Hck-Nef inh,Tb hexokinase,eIF4E 4G PPI,EP2 mod,EP2 antag,Calpain2 inh,Rad51 HR inh
COC(=O)c1cc(C(=O)c2cccc(Cl)c2Cl)cn1C,-0.1,5,2,1,6,15,5,15,1
COC(=O)CN(c1cc(Cl)ccc1OC)S(=O)(=O)c1ccc(OC)c(OC)c1,0.3,-5,-2,-1,0,22,2,20,12
O=C1CN(C(=O)CNCc2ccccc2)c2ccccc2N1,-0.2,35,18,-10,-5,1,10,-22,.
CCn1nc(C)c(/C=N\NC(=O)c2cccc(OC)c2)c1C,0.0,-5[fluorescence artefact?],4,-5,6[fluorescence artefact?],-8,6,-2,.
O=C(CC(Nc1ccc(Cl)cc1Cl)C(=O)O)c1ccccc1 (stereo not drawn),-0.2,4,17,7,-2,-19,11,10,14
Cc1cc(C)n(CC(=O)N/N=C/c2ccccn2)n1,0.5,10,0,2,-3,1,7,9,-2
CCN(CC)c1ccc(C2NC(=O)NC(C)=C2C(=O)Nc2ccccc2)cc1 (stereo not drawn),-0.1,-15,0,1,-1,9,15,32,-5
O=C(O)C1C2C=CC3(CN(C/C=C/c4ccccc4)C(=O)C13)O2 (stereo not drawn),0.8,2,1,3,4,5,4,-36,0
Cn1c(=O)c2c(nc(Br)n2CC(=O)c2cccs2)n(C)c1=O,-0.9,-10,-1,-5,4,25,16,9,-3
CCn1c(=O)c(=O)n(CC)c2cc(S(=O)(=O)Nc3ccc(C)cc3)ccc21,0.3,-2,20,-10,-10,-6,8,-8,9
CCOc1cc(C(=S)N2CCCCC2)ccc1OS(=O)(=O)c1ccc(Br)cc1,0.2,-6,0,3,3,1,4,21,-1
O=S(=O)(c1ccccc1)N1CCC(N2CCCCCC2)CC1,1.9,18,-5,1,-1,12,10,10,0
NC(=S)N/N=C/c1cccc(Br)c1,-1.0,-10,0,-4,-7,-55,8,-5,-1
CC(C)N1CC2=C(OC(N)=C(C#N)C2c2cccnc2)/C(=C/c2cccnc2)C1 (stereo not drawn),0.2,9,-4,12,10,21,2,-11,-7
O=C(CSc1n[nH]c(=O)[nH]c1=O)N1CCCCCC1,1.1,-1,1,-4,2,16,12,-5,13

# In the list so far, these contain sulfur:
SMILES,L929 necroptosis,14-3-3 Bad inh,Hck-Nef inh,Tb hexokinase,eIF4E 4G PPI,EP2 mod,EP2 antag,Calpain2 inh,Rad51 HR inh
COC(=O)CN(c1cc(Cl)ccc1OC)S(=O)(=O)c1ccc(OC)c(OC)c1,0.3,-5,-2,-1,0,22,2,20,12
Cn1c(=O)c2c(nc(Br)n2CC(=O)c2cccs2)n(C)c1=O,-0.9,-10,-1,-5,4,25,16,9,-3
CCn1c(=O)c(=O)n(CC)c2cc(S(=O)(=O)Nc3ccc(C)cc3)ccc21,0.3,-2,20,-10,-10,-6,8,-8,9
CCOc1cc(C(=S)N2CCCCC2)ccc1OS(=O)(=O)c1ccc(Br)cc1,0.2,-6,0,3,3,1,4,21,-1
O=S(=O)(c1ccccc1)N1CCC(N2CCCCCC2)CC1,1.9,18,-5,1,-1,12,10,10,0
NC(=S)N/N=C/c1cccc(Br)c1,-1.0,-10,0,-4,-7,-55,8,-5,-1
O=C(CSc1n[nH]c(=O)[nH]c1=O)N1CCCCCC1,1.1,-1,1,-4,2,16,12,-5,13

# (continued)
SMILES,L929 necroptosis,14-3-3 Bad inh,Hck-Nef inh,Tb hexokinase,eIF4E 4G PPI,EP2 mod,EP2 antag,Calpain2 inh,Rad51 HR inh
N#Cc1nc(-c2ccccc2F)oc1NCc1cccc2c1OCO2,-0.7,-5,-1,0,-10,-46,19,-51,4
Nc1cc(N)nc(SCc2cc([N+](=O)[O-])cc3c2OCOC3)n1,-0.1,0,5,-14,9,-24,13,23,12
Cc1ccc(C(=O)Nc2nc3nc(-c4ccccc4)cc(=O)n3[nH]2)cc1,-0.3,7,-3,-6,2,-1,13,-72,-2
CC(C)c1cc(-c2cc(-c3ccc(Cl)cc3)on2)nc(NC2CCCC2)n1,0.3,-3,25,-8,-1,-5,7,3,4
CC(=O)N1CCN(c2ncnc3sc(-c4ccccc4)cc23)CC1,57,4,29,-29,2,-51,11,-80,0
CC(C)Cc1ccc(/C=C/C(=O)N2CCOCC2)cc1,0.7,-8,16,-5,-3,-54,5,0,.
O=C(CCc1ccccc1)Nc1ccccc1C(=O)N1CCOCC1,0.2,2,-2,-8,3,20,2,0,.
CCNc1nc(NC(C)C)nc(Nn2cnnc2)n1,0.0,1,1,-4,3,13&-14,6&14,-12,.
CC(C)CC(=O)Nc1ccc(Nc2ccccc2)cc1,2.2,7,1,-11,4[fluorescence artefact?],-24,7,-18,7
O=C(Cn1cnc2ccccc2c1=O)NC1CCCc2ccccc21 (stereo not drawn),0.2,-2[fluorescence artefact?],1,-6,-15,20,6,-54,-2
NC(=S)NC1CCS(=O)(=O)C1 (stereo not drawn),1.2,-3,-1,-3,-4,21,2,8,-7
Cc1c(-c2ccncc2)oc2ccc(Br)cc2c1=O,6.8,4,4,-4,7,-10,2,-19,-1
CN(C)C(=O)N1CCCC(C(=O)NCc2ccc(F)cc2Cl)C1 (stereo not drawn),2.6,-5,-9,-8,10,24,6,10,1
Cc1cc(NC(=O)CN2C(=O)CCSc3ccccc32)no1,-0.2,4,-19,9,-1,11,10,5,-2
O=C(O)CSCC(=O)Nc1ccc(C(F)(F)F)cc1,1.1,-6,1,-5,-2,32,3,-4,-12
O=C(Nc1cccc(C(F)(F)F)c1)n1cc(-c2ccccn2)c(N2CCOCC2)n1,7.1,-5,26,-6,-6,-48,5,3,8
Cc1ccc(NC(=O)C(=O)NCC2CCN(C(=O)c3cccc([N+](=O)[O-])c3)CC2)cc1,1.1,-5,17,-5,5,-73,11,-12,24
CCN1CCN(S(=O)(=O)Cc2ccccc2)CC1,0.8,6,-7,2,-1,0,6,11,12
COCCN1Cc2cccc(C(=O)NC(C)c3cccs3)c2C1=O (stereo not drawn),-0.2,-2[fluorescence artefact?],1,-4,-3,14,7,24,4
Cn1ccnc1SCC(=O)Nc1ccccc1,-1.2,-6,7,-1,3,32,15,-9,8
O=C(NC(=S)N1CCN(c2ccccn2)CC1)c1ccccc1,.,0[fluorescence artefact?],-9,-1,3[fluorescence artefact?],4,6,0,.
CCCc1cc(=O)[nH]c(SCC(=O)N2CCN(c3ccccc3)CC2)n1,-0.6,-20,-1,-2,-1,19,10,4,-1
COc1cc2c(cc1OC)-c1c(OC)c(OC)cc3ccnc(c13)C2=O,57,4,-5,-3,-3[fluorescence artefact?],22,.,29,.
Cc1ccc(S(=O)(=O)NCCc2ccc(S(N)(=O)=O)cc2)cc1,-0.8,0,-1,-1,-7[fluorescence artefact?],-11,1,-35,-6
CNC(=O)/C(C#N)=C1\SC(Cc2ccc(F)cc2)C(=O)N1c1ccccc1C (stereo not drawn),-0.2,-6,5,-4,-8,-35,5,2,3
O=C(NCCCc1ccccc1)C1CCN(c2nnc(-n3cccc3)s2)CC1,3.8,6,1,-12,-2,-5,12,-20,6
Cc1cc(C)cc(NC(=O)c2ccc(CNc3c(N4CCOCC4)c(=O)c3=O)cc2)c1,6.5,0,2,-8,-3,-21,8,-10,-9
CCNC(=O)NC1(C(=O)Nc2ccc3c(c2)CCC3)CCCCC1,0.3,3,-1,-1,3,3,21,19,2
Cc1cc(C)c(C#N)c(SCc2cc3c(cc2Cl)OCO3)n1,0.2,-7[fluorescence artefact?],1,4,-5[fluorescence artefact?],34,21,-2,.
O=C(NCc1ccco1)c1ccc(COc2ccc(Cl)cc2)cc1,2.3,23,-2,38,-3,-70,7,40,0
O=C(CC1SC(=O)N(c2ccccc2)C1=O)Nc1cccc2ccccc12 (stereo not drawn),-0.6,-2,21,0,-4,-76&-16,13&5,6,-3
Cc1ccc([N+](=O)[O-])cc1NC(=O)CCSc1ccc(Cl)cc1,0.2,13[fluorescence artefact?],1,1,2,-29,23,14,-15
COCCn1c(-c2ccco2)csc1=Nc1cccnc1,0.0,59[fluorescence artefact?],7,-12,-6,25,5,-26,0
COC(=O)N/N=C/C1=CCC2CC1C2(C)C (stereo not drawn),0.6,1,-2,7,-5,-1,8,16,-18
CCCOP(=O)(c1ccc(N(C)C)cc1)C(Nc1ccccc1)c1ccc(C)cc1 (stereo not drawn),-1.0,-3,6,5,3,-8,3,19,22
COc1ccc(N/N=C2/CCCCC2=O)cc1,-0.4,7,1,-26,-1,-38,4,15,2
Oc1ccccc1/C=N/N1CCCCC1,0.7,-3,-29,8,3,-17,4,17,-2
CCN(CC)c1ccc(NC(=O)CSc2ccsc2[N+](=O)[O-])c(C)c1,0.4,-11[fluorescence artefact?],11,21,3,-13,6,-24,3
O=c1c2c3c(sc2nc2n1N=C(c1cccs1)CS2)CCCC3,1.2,4,-1,-11,1,12,9,-14,-5
CC(C)c1nc(CN2CCCCC2)cc(=O)[nH]1,1.1,-10,-7,4,0,9,4,-25,-73
COc1ccc(NC(=O)c2c(NC(=O)CNCC(C)C)sc3c2CCC3)c(OC)c1,20,1,-7,-7,0,19,14,-92,-9
CCOC(=O)c1ccc(N2CCN(c3ccccc3F)CC2)c(NC(=O)Nc2ccccc2)c1,1.5,4,2,20,3,6,9,-15,-2
CCN(CC)C(=O)Cn1cc(C(=O)C(=O)N2CCc3ccccc32)c2ccccc21,0.2,5,-4,-18,2,13,3,20,8
Cc1ccc(NC(=O)c2noc3c2CC(C(C)(C)C)CC3)cc1 (stereo not drawn),1.1,-2,1,-2,-1,12,3,-7,-9
O=C(N/N=C/c1ccncc1)c1nc2ccccc2c(=O)[nH]1,-0.1,13,-3,-36,-3,-2,6,-5,14
Cc1cc(NC(=O)CC2CCCC2)n(-c2nc3ccccc3[nH]2)n1,-0.3,9,2,-1,-5,-8,12,-15,10
Cc1ccc(-c2nc(CS(=O)CC(=O)NCCN3CCCC3)c(C)o2)cc1 (stereo not drawn),1.1,4,6,5,3,23,11,-4,1
CCOC(=O)C1CCCN(Cc2cn[nH]c2-c2ccc(F)cc2F)C1 (stereo not drawn),2.3,-5,18,3,1,-7,10,6,4
c1ccc(-c2nn3c(C4CCCCC4)nnc3s2)cc1,-0.3,4,0,3,-1[fluorescence artefact?],73*,3,6,-6
O=C(NCc1ccccc1)c1ccc(CS(=O)(=O)c2ccccc2)o1,1.5,-1,-20,2,-8,-43,12,12,8
O=c1c(F)cn(C2CCCO2)c(=O)n1Cc1ccccc1Cl (stereo not drawn),-1.1,-4,11,7,4,26,1,-5,-5
NS(=O)(=O)c1ccc(NC(=O)CN2CCCc3ccccc32)cc1,-0.5,-3,26,-4,2,9,9,-5,19
CCc1ccc(-c2nnn(CCC(=O)OC)n2)cc1,-0.1,0,3,21,-1,18,14,-18,1
COC(=O)c1cc(COc2ccc3oc(C)c(C(=O)OC)c3c2)c(C)o1,-0.5,2,0,-2,2,9,8,1,-3
O=c1c2ccccc2nnn1Cc1ccc(F)cc1,1.1,-8,21,-4,-3,-11,3,-2,2
Cc1cccc(C)c1NC(=O)C(NC=O)c1ccccc1Cl (stereo not drawn),-0.1,-9,1,0,0,9,5,-20,-5
NS(=O)(=O)c1ccc(N/N=C/c2ccc(O)cc2O)c([N+](=O)[O-])c1,-0.2,0,93*,-14,-3,-21,4,-10,-4
COCCNC(=O)/C(C#N)=C/c1cccs1,0.5,0,15,-69,-3,-10,7,2,13
CS(=O)(=O)N1CCN(C(=O)Cc2cccs2)CC1,0.3,9,0,-2,4,19,1,-30,4

# Not all compounds are listed (hit frequency here may not be typical).
